HCV inhibitor: blocks hepatitis C virus; Huh7.5.1 HCVcc-Cre infection, luciferase reporter, 44 h; Potency, µM (doses to about 41.8 µM), inactives show at the top dose activity change, negative = inhibition, actives largely listed as inhibitors; 3.4% of 340,000 active; AID 651820; note: potency is the fitted concentration of half-maximal effect; % is set by controls: 0 for no effect and ±100 for the full control effect
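Infectious HCV cell culture screen: compound-treated cells (1,000/well, pre-plated 4 h) are infected with HCVcc-Cre at roughly 0.5 moi and grown 44 h. Infection is quantified by luciferase signal after 15 min substrate incubation at room temperature.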
Shiga toxin inh: inhibitors of Shiga toxin in Vero cells. Vero cells, Shiga toxin protein synthesis inhibition reporter. inhibition, % at 38.7 µM. 9.2% of 290,000 active. AID 2315; in the data active = inhibition mostly above about 28%, no sharp cut-off; inactive = mostly below about 43%; note: 0% is about no effect
TbPYK inhibitor: blocks Trypanosoma brucei pyruvate kinase. 0.12% of 410,000 active. Q57TT1. TbPYK enzyme, Kinase-Glo Plus ATP luminescence, 45 min. Potency, µM (highest dose often 76.8 µM), inactives show at the highest dose activity, negative = inhibition, actives largely listed as inhibitors; note: potency is the fitted concentration of half-maximal effect; % is set by controls: 0 for no effect and ±100 for the full control effect; nearly all actives have a fitted effect of over 50% in size
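Readout: single end-point luminescence (Kinase-Glo Plus, 10 min). Reaction conditions were TbPYK/substrate plus 130 uM ADP, 45 min at RT, pH 7.2 TEA buffer. No-enzyme wells served as controls, and data were normalized before concentration-response fitting.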
Pf growth 96h: P. falciparum growth inhibition at 96 hours | P. falciparum luciferase reporter growth, 96 h | Potency, µM (top dose mostly 28.7 µM), inactives show at the top dose activity change, negative = inhibition, hits mostly inhibitors | 6.9% of 320,000 active; note: potency is the fitted concentration of half-maximal effect; % is set by controls: 0 for no effect and ±100 for the full control effect
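Erythrocytes infected with luciferase-expressing P. falciparum were dispensed at 2% hematocrit and 0.05% parasitemia (final), then incubated with compounds 96 hours at 37 C in 5% CO2. Luminescence after detection reagent addition reported growth.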
Cycloheximide cs: counter-screen hit for Shiga toxin inhibitors, cycloheximide | 12% of 300,000 active | cell reporter, cycloheximide protein synthesis inhibition counterscreen | max response, %; in the data active = max response mostly above about 13%, no sharp cut-off; inactive = mostly below about 14%; note: read at 38.3 µM for the half of the compounds with a filed dose; 0% is about no effect
LmPK inhibitor: blocks Leishmania mexicana pyruvate kinase activity | 0.37% of 290,000 active | Potency, µM (top dose mostly 57.5 µM), without a hit: at the top dose activity change, negative = inhibition, usual class: inhibitors | Q27686 | purified LmPK, Kinase-Glo ATP luminescence, 1 h; note: potency is the fitted concentration of half-maximal effect; % is set by controls: 0 for no effect and ±100 for the full control effect
Target sequence (Q27686 whole entry, looked up): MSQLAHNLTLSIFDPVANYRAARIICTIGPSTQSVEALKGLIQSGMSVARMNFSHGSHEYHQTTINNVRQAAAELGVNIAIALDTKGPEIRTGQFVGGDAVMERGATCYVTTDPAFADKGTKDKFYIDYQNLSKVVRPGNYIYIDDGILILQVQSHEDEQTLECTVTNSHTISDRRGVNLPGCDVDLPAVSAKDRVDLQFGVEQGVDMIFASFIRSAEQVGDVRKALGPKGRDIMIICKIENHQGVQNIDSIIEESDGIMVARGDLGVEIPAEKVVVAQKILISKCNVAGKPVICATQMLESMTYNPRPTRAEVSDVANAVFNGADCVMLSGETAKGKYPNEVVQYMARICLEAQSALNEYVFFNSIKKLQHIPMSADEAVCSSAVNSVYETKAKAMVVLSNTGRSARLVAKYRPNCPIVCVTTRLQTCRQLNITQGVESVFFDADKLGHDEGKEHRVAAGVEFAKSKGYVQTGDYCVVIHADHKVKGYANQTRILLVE
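Purified LmPK (0.1 nM) with 0.5 mM PEP and 0.1 mM ADP in imidazole buffer pH 7.2 with MgCl2/KCl, 1 h at room temperature. ATP formed was read by luciferase luminescence and normalized to no-enzyme and uninhibited controls.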
Pf growth 48h: inhibits P. falciparum growth in the first generation, 48 h | P. falciparum luciferase growth in erythrocytes, 48 h | Potency, µM (doses to about 28.7 µM), without a hit: at the highest dose activity change, negative = inhibition, hits mostly inhibitors | 5.9% of 310,000 active | AID 504832; note: potency is the fitted concentration of half-maximal effect; % is set by controls: 0 for no effect and ±100 for the full control effect
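First compound was added to culture medium, then infected red cells at 0.1% parasitemia and 2% hematocrit (final). After incubation at 37 C under 5% CO2, luciferase detection reagent was dispensed and light output recorded.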
An asterisk follows results filed as active; ? = inconclusive; . = not tested or not shown; ! = not confirmed by another sample; [ ] = another dose, or the depositor's remark. Unless noted, calls come from the whole dose curve; as a rule, active = well fitted curve in the direction sought with a large enough effect; inconclusive = small, poorly fitted or top-dose-only effect, or another doubt; inactive = no such curve, though single readings can be large; an effect the other way counts as inactive or inconclusive.

Value order: HCV inhibitor	Shiga toxin inh	TbPYK inhibitor	Pf growth 96h	Cycloheximide cs	LmPK inhibitor	Pf growth 48h
#1 CN1C(=O)C(C)(C)N(C(=O)c2cccc([N+](=O)[O-])c2)c2ccccc21
→ -5%	-9	-2%	?	0	-1%	110%[activator]
#2 CCCc1nc2oc3c(NCCOCCO)ncnc3c2c2c1COC(C)(C)C2
→ -13%	-13	-7%	3.7µM*	3	1%	-1%
#3 Cc1cc(NC(=O)C2CC(c3cccc(Br)c3)=NO2)no1 (configuration not stated)
→ ?	-6	4%	61%[activator]	5	2%	-5%
#4 NC(=O)c1ccsc1NC(=O)COC(=O)c1ccc([N+](=O)[O-])o1
→ -15%	.	0%	?	.	.	-1%
#5 O=C(COC(=O)CNS(=O)(=O)c1cccc(F)c1)NCCc1ccccc1
→ 12%	.	6%	27%	.	.	?
#6 C=CCn1c(-c2cccc(OC)c2)n[nH]c1=S
→ -15%	-11	?	40%[activator]	-1	-18%	2%
#7 CCc1ccc(C(=O)Nc2nc(C)cs2)s1
→ 11%	36*	4%	24%	41*	-9%	24%
#8 COc1ccc(NC2CCCN(C(=O)C3(C)CCCCC3)C2)cc1 (configuration not stated)
→ 2%	-2	3%	39%[activator]	-2	-1%	?
#9 Cc1ccc(NC(=O)COC(=O)c2cc(=O)c3ccccc3o2)cc1F
→ 10%	.	4%	31%[activator]	.	.	-11%
#10 COc1ccc(Cc2nn3c(-c4ccccc4Br)nnc3s2)cc1
→ ?	-13	0%	?	13	4%	?

2 entries from above, set out differently:
entry	SMILES	HCV inhibitor	Shiga toxin inh	TbPYK inhibitor	Pf growth 96h	Cycloheximide cs	LmPK inhibitor	Pf growth 48h
7	CCc1ccc(C(=O)Nc2nc(C)cs2)s1	11%	36*	4%	24%	41*	-9%	24%
8	COc1ccc(NC2CCCN(C(=O)C3(C)CCCCC3)C2)cc1 (configuration not stated)	2%	-2	3%	39%[activator]	-2	-1%	?

Next section
Value order: HCV inhibitor	Shiga toxin inh	TbPYK inhibitor	Pf growth 96h	Cycloheximide cs	LmPK inhibitor	Pf growth 48h
#11 Cc1nn(C)cc1CN1CCC(CO)(CCOc2ccccc2)CC1
→ 8%	-8	3%	?	-2	-2%	35%[activator]
#12 CC(Sc1nnc(C2CC2)n1C1CC1)C(=O)Nc1cccc(S(=O)(=O)N2CCOCC2)c1 (configuration not stated)
→ 8%	.	-4%	-17%	.	.	-24%
#13 NC(=O)C1(NC(=O)[C@@H]2CC3(CC(c4cccc(NC(=O)c5cc([N+](=O)[O-])cc([N+](=O)[O-])c5)c4)=NO3)CN2C(=O)c2ccccc2)CC1 (some centres not stated)
→ -7%	9	-7%	-92%	0	-3%	?
#14 CN(C)N1C(=O)CC(N2CCCCC2)C1=O (configuration not stated)
→ -11%	2	-3%	24%	14	2%	8%
#15 O=C(Nc1ccc(N2CCN(Cc3ccccc3Cl)CC2)cc1)c1cccnc1
→ -13%	-7	2%	7%	1	3%	?
#16 C/C(=N/NC(=O)c1cccs1)c1ccc(NC(=O)COc2ccc(Cl)cc2Cl)cc1
→ -6%	94*	2%	-2%	33*	1%	8%
#17 O=C(COCC(=O)N/N=C/c1ccccc1F)N/N=C/c1ccccc1F
→ 5%	22	-2%	9.3µM*	11	1%	-14%
#18 CCCc1nnc(NC(=O)CCC(=O)NCc2ccccc2)s1
→ ?	-4	-1%	4%	-2	-2%	20%
#19 Cc1cc(N)n(-c2nc3ccccc3s2)n1
→ -17%	9	-15%	4%	-4	-8%	?
#20 CN1CCC(=O)N(CCOc2ccccc2)CC1
→ 7%	-7	-2%	-12%	6	-3%	-1%
#21 CCOC(=O)C1=C(C)NC(C)=C(C(=O)OCC)C1/C=C/c1ccccc1
→ ?	9	-4%	?	2	2%	?
#22 Cc1ccc(CSCc2ccc(C(=O)NCC3CCCO3)o2)cc1 (configuration not stated)
→ 5%	13	1%	-21%	10	-5%	-27%
#23 CCN(CC)S(=O)(=O)N1CCC(C(=O)NCC2COc3ccccc3O2)CC1 (configuration not stated)
→ ?	10	-12%	476%[activator]	-1	3%	?
#24 Cc1ccc(S(=O)(=O)NC(CC(C)C)C(=O)N2CCCC2)cc1 (configuration not stated)
→ -2%	-6	-3%	41%[activator]	-1	0%	?
#25 CCCCC(=O)Nc1ccc(NC(=O)c2ccccc2[N+](=O)[O-])cc1OC
→ ?	-7	-9%	?	-2	0%	11%
#26 O=C(NCCc1ccccn1)c1cc(-c2cccc3ccccc23)nc2ccccc12
→ ?	-17	4%	?	-5	-1%	?
#27 COc1c(C)cc(S(=O)(=O)NCc2ccccn2)c(C)c1C
→ 8%	.	5%	-14%	-3	-4%	-3%
#28 COc1cccc(OCc2cc(C(=O)NCc3ccccn3)no2)c1
→ 2%	70*	4%	61%[activator]	62*	4%	18%
#29 Cc1ccc(O)c(-c2cc(-c3ccc(F)cc3)no2)c1
→ 5%	122*	7%	?	37*	-4%	10µM*
#30 COc1ccc(Cc2noc(CN(C)CC3(N4CCOCC4)CCCCC3)n2)cc1OC
→ ?	-12	3%	?	-2	0%	-16%
#31 N[C@@H](Cc1cc(Br)c(O)c(Br)c1)C(=O)O
→ -8%[8.37 µM]	-10	.	0%	-2	1%	-5%
#32 C=C1N(CCCCCC(=O)O)C(=O)OC12CCCCC2
→ 16%	-10	6%	?	-4	0%	9%
#33 COc1ccc(C(=O)NCCc2cc3c(OC)ccc(OC)c3[nH]c2=O)cc1OC
→ -29%	-2	1%	?	-8	-1%[11.5 µM]	?
#34 Cc1ccc(S(=O)(=O)CCC(=O)OCC(=O)N2CCN(S(=O)(=O)c3ccccc3)CC2)cc1
→ ?	.	3%	1%	.	.	9%
#35 Cc1cc(C)n2nc3ccccc3c2n1
→ -26%	12	-1%	.	2	2%	8%
#36 CCC1CCCCN1C(=O)c1sc2nc(C)nc(N(CC)CC)c2c1C (configuration not stated)
→ 7%	-10	1%	0%	-7	0%	?
#37 O=C1c2ccccc2C(=O)N1CCCCCc1nc(-c2ccccc2)no1
→ 0%	-7	-3%	.	-2	6%	20%
#38 O=C(CSc1nnc(C2CC2)n1Cc1ccccc1)c1ccc(S(=O)(=O)N2CCOCC2)cc1
→ ?	-2	-15%	?	-5	-5%	?
#39 CCCOc1ccc(-c2nnc(-c3ccco3)o2)cc1
→ 7%	36	-3%	12µM*	51*	-27%	-20%
#40 CCOC(=O)c1c(NC(=O)c2ccc(N3C(=O)[C@@H]4[C@H](C3=O)[C@H]3C=C[C@@H]4C3)cc2)sc2c1CCCC2
→ ?	-29	-3%	?	-1	-5%	11%
#41 O=C(C1CCCN1S(=O)(=O)c1cccc2nsnc12)N1CCN(c2ccccc2)CC1 (configuration not stated)
→ 15%	12	4%	2%	-3	1%	12%
#42 CCN1C/C(=C/c2ccc(OC)c(O)c2)C(=O)/C(=C/c2ccc(OC)c(O)c2)C1
→ ?	-24	0%	1.7µM*	-4	2%	2.6µM*
#43 O=C(NC1CCS(=O)(=O)C1)/C(=C/c1ccco1)NC(=O)c1ccccc1 (configuration not stated)
→ 7.1µM*	-5	-3%	-26%	-4	2%	30%
#44 Cc1ccc(N=c2c([N+](=O)[O-])nn(-c3ccccc3)n2O)c(C)c1
→ ?	98*	-9%	.	32*	-2%	?
#45 CC(=O)CSc1nc(-c2cccs2)c(C#N)c(=O)[nH]1
→ 3%	4	-5%	58%[activator]	-3	1%	34%[activator]
#46 COc1ccc(C(=O)N/N=C2\SCC(=O)N2Cc2ccc3c(c2)OCO3)c(OC)c1
→ 9%	-3	6%	?	-2	0%	-3%
#47 CN1CCN(c2nc(N3CCN(c4ccccc4)CC3)ncc2F)CC1
→ 6.3µM*	-29	6%	.	-1	-5%	-5%
#48 O=C(COc1ccccc1)N1CCN=C1SCc1ccc(F)cc1
→ 4%	7	5%	0%	-2	1%	-9%
#49 COc1cc2c3c(c1OC)C1(C=CC(=O)C=C1)CC3N(C(=O)CCC(=O)O)CC2 (configuration not stated)
→ 15%	-6	-2%	-26%	-3	-3%	2.1µM*
#50 Cn1c(=O)c2c(nc(N3CCc4ccccc4C3)n2Cc2ccccc2F)n(C)c1=O
→ ?	1	3%	-22%	-3	3%	13µM*
#51 COC(=O)C1=C(COc2ccccc2)NC(=O)NC1c1ccc(Br)cc1 (configuration not stated)
→ 1%[8.37 µM]	-7	-1%	-28%	2	4%	-14%
#52 CCOC(=O)c1ccc2ncc(C(=O)OCC)c(NCc3ccco3)c2c1
→ -13%	13	3%	1.7µM*	27*	7%	.
#53 CC(NC(=S)NCCc1ccccc1)C(c1cccs1)N1CCN(C)CC1 (configuration not stated)
→ ?	-19	1%	?	-1	4%	?
#54 C[C@H]1C[C@@H]2[C@H]([C@@H](O)C[C@@]3(C)[C@H]2CC[C@]3(O)C(=O)CO)[C@@]2(C)C=CC(=O)C=C12
→ 5.6µM*!	41	-5%	?	6	5%	-27%
#55 O=C(NCc1ccccc1)c1ccc(Cn2cc(C(F)(F)F)ccc2=O)cc1
→ 10%	-10	5%	3%	-3	2%	-6%
#56 Cc1ccc(NC(=S)N2CCCCCC2)c(C)c1
→ -10%	25	6%	-29%	18*	-4%	18%
#57 CCOC(=O)C(=CNCC(=O)O)C(=O)OCC
→ 2%	-10	0%	39%[activator]	14	-7%	7%
#58 CC(C)CCn1c(=O)c(C(=O)N/N=C/c2cccc(F)c2)c(O)c2ccccc21
→ -1%	-13	-6%	-18%	1	1%	5%
#59 COc1cc(NC(=O)CN2c3ccccc3CC2C)cc(OC)c1OC (configuration not stated)
→ ?	-11	-9%	.	-5	6%	?
#60 Cc1ccc(S(=O)(=O)Nc2cccc(-n3cnnn3)c2)cc1
→ 4%	-6	2%	20%	-2	0%	12%

(next part)
Value order: HCV inhibitor	Shiga toxin inh	TbPYK inhibitor	Pf growth 96h	Cycloheximide cs	LmPK inhibitor	Pf growth 48h
#61 O=C(NCC(c1ccco1)N1CCCC1)c1cn(-c2ccccc2)nc1-c1ccc(F)cc1 (configuration not stated)
→ ?	.	-1%	8.3µM*	.	.	?
#62 O=C(NC1CCCC1)c1ccc2nc(-c3ccco3)c(-c3ccco3)nc2c1
→ ?	-5	?	.	32	7%	?
#63 CCc1ccc(C(=O)NC(=S)Nc2ccc3c(c2)OCCO3)cc1
→ ?	72*	-9%	8.3µM*	41*	5%	183%[activator]
#64 Cc1cccc2nc(CSc3ccccc3C(=O)O)cn12
→ -4%	-5	0%	56%[activator]	9	2%	55%[activator]
#65 COc1ccc(NC(=O)c2cccnc2)cc1OCC(C)C
→ ?	-5	1%	-25%	0	0%	74%[activator]
#66 CCOc1ccc(C(C(=O)NCC2CCCO2)N(C(=O)c2snc(C(N)=O)c2N)c2ccc3c(c2)OCCO3)cc1 (configuration not stated)
→ ?	-6	3%	?	-5	-1%	?
#67 COc1ccccc1C(=O)Nc1ccc(S(=O)(=O)Nc2cnc3ccccc3n2)cc1
→ -4%	-7	1%	18%	1	3%	-3%

Screens as filed in PubChem.
